CCR6 antagonist = antagonists of human CCR6 receptor. P51684. CHO-K1 CCR6 PathHunter beta-arrestin, luminescence, CCL20-stimulated. inhibition, % at 20 µM. hit rate 0.49% among 340,000;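 active = compounds whose inhibition of the agonist-driven luminescence signal at 20 µM reaches about 50%, limit read from the data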;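 also: cells stimulated with CCL20 at 14 nM final; plate controls were DMSO with CCL20 for no effect and DMSO without agonist for full effect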
Target sequence (P51684 whole entry, looked up): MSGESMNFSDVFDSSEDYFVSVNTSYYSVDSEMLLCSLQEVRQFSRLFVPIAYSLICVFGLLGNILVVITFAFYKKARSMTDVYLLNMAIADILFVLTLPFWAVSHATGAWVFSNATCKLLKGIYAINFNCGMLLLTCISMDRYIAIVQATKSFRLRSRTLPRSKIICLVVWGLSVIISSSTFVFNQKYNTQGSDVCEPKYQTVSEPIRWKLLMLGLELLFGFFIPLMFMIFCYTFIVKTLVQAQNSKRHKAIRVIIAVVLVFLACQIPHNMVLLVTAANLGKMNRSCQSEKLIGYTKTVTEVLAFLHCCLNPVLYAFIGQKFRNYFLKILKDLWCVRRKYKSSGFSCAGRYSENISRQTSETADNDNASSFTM
EBI2 block = EBI2 (human) antagonism; EBI2 beta-arrestin recruitment, luminescence, 7a,25-OHC stimulated; hit rate 0.81% among 360,000; P32249; inhibition, % at 5 µM; in the data active = inhibition above about 38%;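 also: enzyme fragment complementation signal reports receptor beta-arrestin coupling in cells; 0% = agonist plus DMSO wells and 100% = wells without agonist; some results beyond the cut were filed as inactive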
APJ antag = blocks the human apelin receptor APJ; CHO-K1 APJ beta-arrestin complementation, luminescence; inhibition, % at 20 µM; hit rate 0.32% among 330,000;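 active = inhibition above about 40% at 20 µM, limit read from the data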;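 also: cells challenged with 10 nM apelin-13 agonist together with compound; plate controls were apelin-13 plus DMSO wells for no effect and DMSO wells lacking apelin-13 for full effect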
Target sequence (P35414 whole entry, looked up): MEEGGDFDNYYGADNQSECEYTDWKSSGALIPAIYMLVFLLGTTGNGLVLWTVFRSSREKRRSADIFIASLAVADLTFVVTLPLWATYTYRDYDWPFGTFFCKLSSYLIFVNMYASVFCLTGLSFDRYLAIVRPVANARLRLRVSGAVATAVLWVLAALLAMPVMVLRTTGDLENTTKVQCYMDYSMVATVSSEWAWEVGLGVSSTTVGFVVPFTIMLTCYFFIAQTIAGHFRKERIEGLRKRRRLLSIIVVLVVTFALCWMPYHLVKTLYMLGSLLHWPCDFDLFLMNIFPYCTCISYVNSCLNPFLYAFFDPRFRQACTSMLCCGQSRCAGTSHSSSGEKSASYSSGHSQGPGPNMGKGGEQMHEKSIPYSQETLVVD
CXCR6 block = inhibitors of human CXCR6 receptor; O00574; CHO-K1 PathHunter CXCR6 beta-arrestin, luminescence; inhibition, % at 20 µM; hit rate 0.36% among 360,000; in the data active = inhibition above about 34%, passing the limit was not always enough;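 also: antagonist mode with CXCL16 agonist at 10 nM final; 0% = 10 nM CXCL16 with DMSO and 100% = unstimulated wells without agonist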
Jurkat NFkB inh = lowers PMA/ionomycin-induced NF-kB signal in Jurkat cells; hit rate 0.53% among 330,000; AID 435003; PMA/ionomycin-induced NF-kB luciferase reporter, luminescence; inhibition, % at 4 µM; in the data active = inhibition above about 50%
UBC13 inh = inhibitors of human UBC13 polyubiquitin chain formation | P61088 | TR-FRET | hit rate 0.47% among 330,000 | inhibition, % at 20 µM; in the data active = inhibition above about 45%, passing the limit was not always enough
Target sequence (P61088 whole entry, looked up): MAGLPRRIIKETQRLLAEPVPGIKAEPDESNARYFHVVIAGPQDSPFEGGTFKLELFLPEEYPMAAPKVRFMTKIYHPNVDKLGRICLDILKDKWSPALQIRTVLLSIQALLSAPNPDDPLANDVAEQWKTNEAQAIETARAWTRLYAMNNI
697 NFkB inh = inhibitors of the PMA/ionomycin-induced NF-kB reporter in 697 B cells; 697 B-cell NF-kB luciferase reporter, 16 h; AID 435022; inhibition, % at 4 µM; hit rate 0.33% among 330,000; in the data active = inhibition above about 35%
Gli-Sufu antag = blocks Gli-Sufu signaling in a luciferase reporter | Sufu-KO-LIGHT fibroblasts, Gli luciferase reporter luminescence | inhibition, % at 5 µM | hit rate 0.74% among 340,000 | AID 588413;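 active = inhibition above about 55%, limit read from the data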;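 also: 0% = DMSO-treated cells and 100% = wells with medium but no cells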
An asterisk follows results filed as active; · = not tested or not shown. The order is random; about 3% have a hit in one of these screens.

Sequence of screens: Gli-Sufu antag, 697 NFkB inh, APJ antag, CCR6 antagonist, CXCR6 block, UBC13 inh, EBI2 block, Jurkat NFkB inh
> O=C(Nc1ccccc1C(=O)N1CCCCC1)NC1CCCCC1
  -10.6, 14.7, -22.8, -17.4, 8.8, -6.0, -8.9, -1.0
> CCCCCOc1ccc(C(=O)Nc2ccc(S(=O)(=O)Nc3cc(C)on3)cc2)cc1
  -0.2, 5.8, 10.2, 5.5, -0.9, -11.0, 13.0, -4.5
> O=C1CCCc2c1[nH]c1c(Br)cccc21
  6.8, 8.2, 4.0, -4.1, -0.7, -6.5, -2.2, -1.3
> COc1ccccc1NC(=O)[C@@H]1CCCN1S(=O)(=O)c1ccc(Cl)cc1
  5.6, -1.6, 16.1, 11.3, 2.1, 28.8, 2.3, 1.9
> CCN1CCN(C(=O)C(C)Oc2ccc(S(=O)(=O)N3CCCC3)cc2C(N)=O)CC1 (centres undefined)
  -1.5, -15.6, -10.3, 2.8, 0.0, -10.6, -12.9, 0.8
> Cc1ccc(C(CC(=O)c2ccco2)SCCO)cc1 (centres undefined)
  -24.5, 11.9, 4.6, 5.9, 2.7, -5.8, -4.9, -20.9
> O=C(O)c1cnc2ccccc2n1
  10.1, -7.7, 18.7, -0.8, -4.1, -10.6, -7.9, -19.4
> COc1ccc(NC(=O)COc2ccc3c(C)cc(=O)oc3c2)cc1S(=O)(=O)N1CCCCC1
  26.4, -44.6, -5.0, -11.2, 2.8, -6.3, -4.6, 33.4
> COc1ccc(O)c(C(=O)C2c3ccccc3C(=O)N2c2ccc(C)cc2)c1 (centres undefined)
  -3.5, -46.4, -29.0, -2.2, 2.8, 2.5, -1.4, -9.6
> CCOc1ncccc1C(=O)N1CCCSC1=Nc1ccccc1OC
  -1.3, -13.6, 11.0, 12.1, -0.5, 11.7, 4.0, -8.7
> COc1ccc(CC(=O)Oc2ccc(C)cc2C)cc1
  1.1, -14.9, -10.0, 0.8, -8.4, 8.3, -2.4, 3.7
> CCOc1ccc(NC(=O)COC(=O)c2cc(C)oc2C)cc1
  -2.4, 2.1, 1.0, 13.3, -3.4, -0.2, -16.2, -11.4
> O=C(Nc1ccc(Cl)cn1)c1cccnc1
  -10.6, -13.5, -19.6, -1.7, 4.0, 3.2, -9.6, 10.5
> Fc1ccc(-c2csc(/C=C/c3ccc4c(c3)OCO4)n2)cc1
  -31.7, -64.1, 3.2, 12.0, 2.5, -3.6, -1.6, -59.2
> O=C(Nc1cccc(OC(F)(F)F)c1)c1ccc(Br)o1
  9.1, -0.9, -3.5, 14.8, -10.1, 5.0, 3.4, 0.8
> OCC1(CCc2ccccc2)CCN(Cc2ccc(OC(F)F)cc2)CC1
  21.9, ·, ·, 18.1, 0.8, ·, -5.9, ·
> CCOc1cc(N2CCOCC2)c(OCC)cc1NC(=O)c1ccc(OC(C)C)cc1
  1.5, -14.7, 5.4, 0.8, -1.8, 9.5, 1.9, -4.4
> CC(=O)Nc1ccc(NC(=O)C(C)n2nc(C)c([N+](=O)[O-])c2C)cc1 (centres undefined)
  9.6, -9.2, 25.7, 1.1, -2.9, -8.7, -0.7, -8.3
> CC(C)(C)C(O)/C=C/c1ccc2c(c1)OCO2 (centres undefined)
  ·, -26.8, -35.3, ·, ·, -12.7, ·, -28.4
> COc1ccc2[nH]c3c(c2c1)CCN1C(=O)C(CC(=O)NCCCn2ccnc2)C[C@H](C(=O)N(C(C)C)C(C)C)[C@@]31C (some centres undefined)
  -6.1, 19.7, ·, 14.6, 4.5, ·, -6.6, ·
> Cc1ccc([N+](=O)[O-])cc1NC(=O)C(C)NS(=O)(=O)c1ccc(F)cc1 (centres undefined)
  3.7, 3.5, 2.1, 18.7, -3.2, 5.4, -0.7, 9.5
> CC1CN(C(=S)Nc2ccc(F)cc2F)CC(C)O1 (centres undefined)
  6.2, 1.0, 3.1, 7.3, 2.5, -0.5, 1.8, 3.0
> C/C=C/C(=O)Nc1cccc(C2=NOC3(C2)C[C@@H](C(N)=O)N(C(=O)c2cc([N+](=O)[O-])cc([N+](=O)[O-])c2C)C3)c1 (some centres undefined)
  -15.0, 21.8, -118.1, -1.2, -17.7, -5.3, -41.1, -9.4
> CC(NC(=O)C1CCN(C(=O)Nc2ccccc2)CC1)c1ccccc1Cl (centres undefined)
  -16.1, 3.3, -5.3, 10.7, 7.8, -5.9, 34.9, 6.8
> COc1ccccc1N=C1SCC(=O)N1c1ccccc1OC
  -1.5, 15.4, 11.9, 9.9, -1.0, -6.6, -0.7, -8.6
> COc1cc2c(cc1OC)[C@@H](NC(=O)Cc1ccc(F)cc1)[C@H](OCc1ccccc1)C2
  -7.7, 5.7, ·, 16.4, 8.5, ·, 3.3, ·
> Cc1ccc(-n2[nH]c(=O)c(-c3ccccn3)c2C)cc1
  16.2, -24.7, 6.7, -2.8, 3.4, 4.5, 2.3, 58.4*
> CCOC(=O)CSc1nc(N2CCOCC2)c2c(c1C#N)CC(C)(C)N(C)C2
  -6.4, 14.7, -15.0, 7.2, 0.9, 3.5, 1.6, -15.0
> Cn1cc(Cl)c(C(=O)NNC(=S)Nc2cccc(Cl)c2)n1
  -2.8, -7.2, 17.2, 6.9, -2.5, -10.5, -3.7, 7.6
> FC(F)(F)c1cccc(Oc2nc(-c3ccccc3)nnc2C(F)(F)F)c1
  2.3, 5.4, 17.0, 35.5, 2.9, -1.3, -4.7, -2.4
> Cc1cccc(CN2CCC(C(=O)Nc3ccc(-n4nc(C)cc4C)cc3)CC2)n1
  -12.2, 24.7, -0.9, 0.1, -7.7, 1.9, 3.0, -5.7
> O=C(Nc1ccc2c(c1)OCO2)Nc1ccc(Br)cn1
  -62.9, -90.3, 1.9, 0.6, 2.8, -15.2, -12.1, -92.3
> O=S(=O)(c1cccc(COc2c(Cl)cccc2Cl)c1)N1CCOCC1
  -3.3, 11.1, 15.3, 16.1, -2.6, -5.7, 14.3, 0.5
> COc1cc(CNCCCN2CCOCC2)ccc1OCC(=O)NC(C)(C)C
  -18.2, 4.4, 16.6, 4.3, -4.4, 3.2, -2.2, -4.4
> CN1CCN(Cn2cc(/C=C/C(=O)c3ccccc3)c3ccccc32)CC1
  -60.4, -101.4, 0.8, -2.2, 1.4, 14.9, -1.2, -47.9
> CCCCN(CCCC)CCCNC(=O)c1ccc2nc(-c3ccccc3NC(C)=O)c(=O)[nH]c2c1
  14.5, 11.5, -7.7, -2.4, 0.5, -4.4, -7.9, 1.3
> CCn1ccnc1CNC(=O)c1ccc2oc(C(C)C)nc2c1
  -23.4, 6.9, 3.4, -4.4, 0.5, 2.8, -8.4, -12.9
> O=C(O)c1cccc(S(=O)(=O)NCC2COc3ccccc3O2)c1 (centres undefined)
  3.6, -6.4, -9.4, 7.6, 3.9, 2.6, 5.4, -16.1
> O=S(=O)(c1cccs1)N1CCN(Cc2nc3ccccc3s2)CC1
  2.5, -38.2, 4.6, 8.8, -6.1, 6.1, -0.4, -24.3
> COc1cccc(NC(=O)CSc2nnc(Cc3cccn3C)n2-c2ccc(F)cc2)c1
  -5.5, 20.2, 8.0, 10.5, -2.3, 2.6, 5.2, 16.0
> O=C(NNC(=O)c1cccc(-n2cnnn2)c1)c1ccccc1
  -36.8, 8.5, 12.6, -15.4, 1.3, 7.4, -7.0, -3.0
> COc1ccc(C(OCC(O)CN2CCC(O)CC2)c2ccc(OC)cc2)cc1 (centres undefined)
  4.2, 3.4, 27.9, 7.9, 5.5, 5.6, -5.9, 10.5
> Cc1ccc(CNC(=O)C2CCC(CNS(=O)(=O)c3cccs3)CC2)cc1 (centres undefined)
  7.2, 7.8, 13.8, 3.7, 9.1, 4.2, 65.6*, -1.1
> CCC(=O)NC(c1ccc(OC)cc1)c1cc(Cl)c2cccnc2c1O (centres undefined)
  44.1, -23.5, 3.2, 20.8, 7.1, -38.2, 12.8, 14.5
> CCOC(=O)c1c(/N=C/C2=C(O)CC(C)(C)CC2=O)sc(C)c1C
  1.5, -2.3, -12.6, 15.0, -2.7, 7.1, -10.1, -2.6
> Cc1ccc(SCC(=O)OCC(=O)N(C)CC(=O)Nc2ccccc2Cl)cc1
  2.0, 1.4, -2.7, 1.1, 2.2, 2.4, -10.8, -2.9
> Cc1cccc(C)c1OCC(=O)N(Cc1ccc(Cl)cc1)C1CCS(=O)(=O)C1 (centres undefined)
  -13.9, -11.6, -12.0, -11.9, -2.8, 9.7, 5.8, 6.0
> Oc1[nH]c2ccc(Br)cc2c1N=Nc1ccc(F)cc1
  2.9, -9.5, 9.1, 17.4, 9.5, -24.0, 17.7, -27.4
> CCN(CC(=O)Nc1ccc(NC(C)=O)cc1)C(=O)c1c(-c2c(F)cccc2Cl)noc1C
  0.9, 9.9, 11.3, 7.1, 6.9, 2.6, -15.7, -8.1
> CCN(CC)c1ccc(NC(=O)CSc2ccsc2[N+](=O)[O-])c(C)c1
  8.4, 12.3, -8.0, 15.4, 1.7, -5.9, -5.4, -1.3
> CCc1nn(C(C)C(=O)N2CC(C)CC(C)C2)c(=O)c2cc3occc3n12 (centres undefined)
  -31.2, 4.1, -28.6, 2.0, -8.3, -3.0, -3.0, -4.0
> COc1ccc(N2CCN(C(CNC(=O)C(=O)NCC3CCCO3)c3ccco3)CC2)cc1 (centres undefined)
  -19.6, 10.6, 6.3, -14.1, -0.4, -10.2, -8.7, -2.8
> Cn1c(N)c(C(=O)Nc2ccc3ccccc3c2)sc1=S
  -73.2, -111.8, 8.5, 7.2, 6.8, -9.4, 13.5, -163.5
> O=C(Cn1nc(C(=O)O)c2ccccc2c1=O)Nc1cccc(S(=O)(=O)N2CCCCCC2)c1
  7.3, 3.5, 13.4, 20.6, -5.6, 10.7, 6.0, 4.3
> CC(C)c1ccccc1NC(=S)NCc1nc2ccccc2[nH]1
  -2.2, -12.7, 5.7, 0.0, -4.2, 11.7, -1.8, -7.3
> COCCNC(=O)C(c1ccccc1C)N(CCOC)C(=O)Cn1nnc2ccccc21 (centres undefined)
  -30.4, 9.6, 13.3, -1.0, 0.6, -1.9, 3.3, 2.7
> COc1cc(SC)ccc1C(=O)NCCOc1ccc(F)cc1
  -30.9, -138.8, 11.3, 14.2, -4.4, 12.8, 4.4, -51.9
> O=C(COC(=O)c1ccccc1NC(=O)c1ccco1)NC1CC1
  -2.3, 14.2, 2.9, -4.4, 0.9, 4.1, 8.3, 5.8
> COc1ccc(CC(=O)Nc2nnc(C(C)C)s2)cc1
  -4.6, ·, ·, 7.2, 1.3, ·, 3.1, ·
> O=C(Cc1c(F)cccc1Cl)N1CCN(C(=O)c2ccco2)CC1
  -37.6, 13.8, 12.2, 15.2, 1.3, 6.6, -14.3, 2.9

More entries follow.
Sequence of screens: Gli-Sufu antag, 697 NFkB inh, APJ antag, CCR6 antagonist, CXCR6 block, UBC13 inh, EBI2 block, Jurkat NFkB inh
> Cc1ccc(S(=O)(=O)N2CCN(C(=O)COC(=O)COc3ccc(Cl)c(C)c3)CC2)c(C)c1
  -56.4, ·, ·, 12.8, -0.5, ·, -0.8, ·
> COc1cc(NS(=O)(=O)c2c(C)oc3c(F)c(F)c(F)c(F)c23)cc(OC)c1OC
  11.9, -11.8, 5.6, 1.2, -5.6, -5.0, -9.1, 2.6
> COc1cc(/C=N/NC(=O)COc2c(C)cc([N+](=O)[O-])cc2C)ccc1OC(=O)c1ccccc1
  9.0, 15.3, -10.6, 9.4, -2.7, -8.5, 4.5, -8.0
> O=C(Nc1ccc(Cl)cc1C(=O)NCc1cccnc1)c1ccc(Cl)cc1Cl
  2.0, -23.5, -2.9, 13.5, -8.3, -1.9, -8.4, 50.8*
> COc1ccc(CNC(=O)C(OC(C)=O)c2ccccn2)cc1 (centres undefined)
  -29.9, -28.6, 7.3, 8.3, -8.4, -3.0, 2.2, -17.0

An excerpt of these results, comma-delimited:
structure,Gli-Sufu antag,697 NFkB inh,APJ antag,CCR6 antagonist,CXCR6 block,UBC13 inh,EBI2 block,Jurkat NFkB inh
CCOC(=O)CSc1nc(N2CCOCC2)c2c(c1C#N)CC(C)(C)N(C)C2,-6.4,14.7,-15.0,7.2,0.9,3.5,1.6,-15.0
Cn1cc(Cl)c(C(=O)NNC(=S)Nc2cccc(Cl)c2)n1,-2.8,-7.2,17.2,6.9,-2.5,-10.5,-3.7,7.6
FC(F)(F)c1cccc(Oc2nc(-c3ccccc3)nnc2C(F)(F)F)c1,2.3,5.4,17.0,35.5,2.9,-1.3,-4.7,-2.4
